Insulin prom up – MIN6 insulin promoter up-regulation; MIN6 insulin promoter-GFP reporter, high-content imaging; hits give high values; z-score at 5 µM; 190,000 tested, 0.3% active; AID 1625;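 active = z-score above 3 at 5 µM with at least 500 cells counted in the well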
Autophagy mod – alters autophagy in cells. MEF GFP-LC3 puncta imaging; test concentration mostly 10 µM. calls only at 10 µM (by protocol). 190,000 tested, 0.98% active;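 active = percentage of spot-positive cells more than 3 SD above its plate mean, without a fluorescence outlier flag or 80% toxicity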;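 also: spot-positive cell cutoff set from DMSO-treated cells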
TNAP activators – stimulation of alkaline phosphatase TNAP activity – biochemical, luminescent, no phosphate acceptor, uHTS, primary screen (AID 1001). purified TNAP, luminescent activation assay, no phosphate acceptor; higher activation fold means a stronger effect. activation fold at 20 µM, or EC50 in µM where a hit was titrated. 200,000 tested, 0.03% active; in the data active = activation fold from about 3, or a potency from the dose series; inactive = the rest, 99 in 100 with activation fold below about 1.6; also: many of its hits are not listed in these tables
bCat nuc transl – beta-catenin nuclear translocation modulation; HeLa beta-catenin nuclear translocation, immunofluorescence imaging; nuclear translocation activity, % at 5 µM; 190,000 tested, 0.3% active;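 active = nuclear translocation activity above 50% at 5 µM, with a well cell count of 50 or more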;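 also: per-cell ratio of nuclear to cytoplasmic median beta-catenin stain intensity; plate controls were DMSO negative control for no effect and GSK-3 inhibitor IX positive control for full effect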
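Test system: human HeLa cell line; Doses: 5 µM primary, 0.02–20 µM confirmation; Incubation: 24 h compound exposure, 37°C; Detection: beta-catenin immunofluorescence imaging with DAPI; Read-out: beta-catenin nuclear/cytoplasmic ratio, % activation.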
human PMI inhibitors – human PMI inhibitors, high substrate, primary screen, biochemical, fluorescence intensity, high mannose 6-phosphate (AID 1220); one-dose inhibition, % at 20 µM; IC50 in µM for titrated hits; recombinant PMI enzyme, coupled fluorescence intensity; higher % means a stronger effect; 190,000 tested, 0.66% active
Hep lipid drop – hepatic lipid droplet formation modulation. AML12 mouse hepatocytes, oleate lipid droplets, BODIPY imaging. inhibition, % at 6.5 µM. 240,000 tested, 0.4% active. AID 1656;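 active = lipid droplet intensity inhibited by at least 50%, with more than 500 cells counted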
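Test system: AML12 mouse liver cells; schedule: overnight exposure; technique: high-content imaging of BODIPY-stained droplets and DAPI nuclei; read-out: % inhibition of corrected integrated BODIPY droplet signal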
MT stabilizer – microtubule stabilization, imaging screen. 200,000 tested, 0.83% active. % tubulin-high responders, % at 10 µM. HeLa tubulin immunostaining HCS, 24 h; share of cells brighter than vehicle mean+2SD;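 active = plate Z-score above 3 for both tubulin-high and condensed-nucleus cell shares, with cell loss under 80%, at 10 µM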;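 also: anti alpha tubulin signal scored within the nucleus-defined area of each cell; some results filed as inactive read as strong as hits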
T cell HTS – T cell immune modulators affecting CD8 T cell-vesicle binding; 2C CD8+ T cell-vesicle binding, flow cytometry; hits give low values; calls only at 7 µM; 330,000 tested, 0.068% active; AID 2052;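 active = response, share of CD8 T cells binding vesicles, and their 90th percentile fluorescence all below set limits, cut at about 80% in these data, passing the limit was not always enough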
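Assay system: 2C TCR transgenic mouse naive CD8+ T cells, MACS-purified | Read-out: CD8+ gate FL2 mean fluorescence as % of same-row positive control | Signal: High-throughput flow cytometry with anti-B7-1 and anti-CD8 staining | Timing: Binding step 1.5 h, 37 °C, antibody labelling 20 min, ice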
human PMI inhibition – MPI enzyme activity inhibition – biochemical, fluorescence intensity, coupled assay, primary screen (AID 1209); purified PMI enzyme, coupled fluorescence intensity; higher % means a stronger effect; inhibition, % at 20 µM, or IC50 in µM where a hit was titrated; 190,000 tested, 0.42% active;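 also: plate controls were DMSO vehicle for no effect and wells lacking substrate for full effect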
Insulin prom up cell count – second read-out of Insulin prom up, no call of its own (marks repeat the call); cell count; measured here: cytotoxicity, nuclei count;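 total cells summed across four imaged fields per well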
Hep lipid drop cells 6.5 µM – also measured in Hep lipid drop; calls as there; cell count; measured here: cell count, cytotoxicity flag;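 cells counted across two imaged fields per well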
bCat nuc transl cell count 5 µM – further read-out of bCat nuc transl, marked with its call; cell count; measured here: cell count, cytotoxicity flag
T cell HTS vesicle-bound % – further read-out of T cell HTS, marked with its call; double positive events, %; measured here: CD8+ vesicle-bound cell fraction;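 binding gate set so that unloaded-vesicle control wells show 10% double positive cells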
MT stabilizer Hoechst-high % – also measured in MT stabilizer; calls as there; % Hoechst-high responders; measured here: nuclear condensation Hoechst responders;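 share of cells brighter than vehicle mean plus two SD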
MT stabilizer cytotoxicity % – second read-out of MT stabilizer, no call of its own (marks repeat the call); toxicity, %; measured here: cytotoxicity by cell density;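 0% = mean cell density of plate MIN control wells and 100% = no cells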
Autophagy mod cell loss 18 h – second read-out of Autophagy mod, no call of its own (marks repeat the call); toxicity, %; measured here: cell loss, nuclei count;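 cell loss after 18 h compound exposure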
Numbers without * were called inactive; i = inactive; . = not tested or not shown. Rule as the data show it, unless noted: active = inhibition above about 50%; inactive = the rest.

SMILES | Insulin prom up | Insulin prom up cell count | Autophagy mod | Autophagy mod cell loss 18 h | TNAP activators | bCat nuc transl | bCat nuc transl cell count 5 µM | human PMI inhibitors | Hep lipid drop | Hep lipid drop cells 6.5 µM | MT stabilizer | MT stabilizer Hoechst-high % | MT stabilizer cytotoxicity % | T cell HTS | T cell HTS vesicle-bound % | human PMI inhibition
COc1ccc2[nH]cc(CCCN3C(=O)c4ccccc4C3=O)c2c1 | 0.11 | 1512 | i | -8 | 1.1 | -3.1 | 1143 | 4% | 4 | 655 | 8.1 | 2.2 | 9.1 | i | 32 | 9%
Cn1c(=O)[nH]c(=O)c2c1nc(OC(=O)c1ccccc1)n2CC(O)COc1ccc(F)cc1 (stereo not given) | 0.64 | 1424 | i | 21 | 1.1 | -3.6 | 843 | 5% | . | . | 4.2 | 2.7 | 7.6 | . | . | 3%
COc1cc(/C=C2/C(=O)ON=C2C)ccc1OCc1ccccc1F | -0.05 | 1529 | i | -3 | 1.1 | -0.6 | 1253 | -7% | . | . | 1.6 | 2.1 | 8.5 | i | 27 | 9%
CC(C)c1ccc(N(C(=O)c2csnn2)C(C(=O)NC(C)(C)C)c2ccncc2)cc1 (stereo not given) | -0.61 | 1410 | i | 13 | 1.1 | -1.7 | 1365 | 6% | . | . | 1.9 | 1.7 | 8.6 | i | 22 | 1%
COc1cc(C(=O)NCc2ccccn2)ccc1OCc1c(C)noc1C | 1.2 | 831 | i | -9 | 1.1 | . | . | -2% | -2 | 773 | 1.4 | 1.1 | 6.8 | i | 2 | -7%
CN1CCCN(c2ncnc3scc(-c4ccc(F)cc4)c23)CC1 | -1.7 | 1203 | i | 0 | 1.2 | -4.1 | 1091 | -7% | -8 | 692 | 2.0 | 2.8 | 7.2 | i | 59 | -2%
CC(=O)c1cccc(NC(=O)CN(c2ccc(C)cc2)S(=O)(=O)c2cccc3nonc23)c1 | -0.81 | 1430 | i | 2 | 1.1 | 5.6 | 1426 | 9% | . | . | 1.6 | 1.9 | 6.5 | i | 21 | 6%
O=C(CNCCc1ccccc1)N1CCc2ccccc2C1 | -1.1 | 1314 | i | -7 | 1.2 | 3.2 | 1020 | 7% | -1 | 694 | 3.7 | 2.3 | 5.2 | i | 36 | -8%
CCOC(=O)c1c(NC(=O)CN(CC)CC)sc2c1CCC2 | -1.3 | 1168 | i | 4 | 1.1 | 4.5 | 1387 | 3% | . | . | 1.9 | 4.9 | 12 | i | 66 | 4%
COCCNC(=S)Nc1ccc(N2CCCCC2)cc1 | -0.4 | 1206 | i | -11 | 1.1 | -1.5 | 1086 | 24% | 3 | 697 | 2.7 | 1.6 | 8.4 | i | 18 | 42%
COc1ccc(-n2cccc2/C=C2\C(=N)N3N=C(C(C)C)SC3=NC2=O)cc1 | -0.17 | 1335 | i | 8 | 1 | -2.0 | 1059 | 2% | 10 | 726 | 1.1 | 1.8 | 0.8 | i | 52 | -2%
COc1ccccc1/C=C/C(=O)NCC(=O)N/N=C/c1cc(Br)ccc1OC | -0.93 | 932 | i | 7 | 1 | -3.4 | 1211 | -16% | 73* | 768* | 3.1 | 1.7 | 7.7 | i | 26 | -12%
Nc1nc2c(nc(SCc3ccccc3Br)n2C2OC(CO)C(O)C2O)c(=O)[nH]1 (stereo not given) | 1.2 | 1063 | i | 2 | 1 | -2.3 | 1085 | -6% | -8 | 596 | 1.3 | 1.8 | 5.9 | i | 56 | -6%
COc1cc(C(=O)NC2CCN(Cc3nnnn3Cc3ccc(F)cc3)CC2)cc(OC)c1OC | -0.16 | 1658 | i | 6 | 1 | -1.1 | 958 | -12% | 3 | 688 | 2.7 | 2.8 | 11 | i | 21 | -2%
O=C(CSc1ccccn1)Nc1ccc(NC(=O)CSc2ccccn2)cc1 | -0.26 | 1536 | i | -10 | 1 | 2.2 | 1487 | -12% | 9 | 738 | 2.1 | 2.4 | 7.5 | i | 53 | -10%
O=c1c2ccccc2nc2n1CC/C2=C\c1ccccc1[N+](=O)[O-] | -0.72 | 1588 | i | -30 | 1.1 | -0.1 | 1401 | 13% | . | . | 3.6 | 1.1 | 3.5 | . | . | 3%
O=C(Nc1ccc(Cl)cc1)Nc1nnc(CSCc2ccccc2Cl)s1 | 0.03 | 1406 | i | -5 | 1 | -1.4 | 1071 | 4% | -6 | 543 | 4.6 | 1.7 | 3.6 | i | 46 | 7%
O=c1c2cccnc2n(-c2ccccc2)n1Cc1c(Cl)cccc1Cl | -0.67 | 1251 | i | 14 | 1.2 | 0.0 | 1089 | 1% | . | . | 2.9 | 3.3 | 4.1 | i | 29 | -6%
CCOC(=O)c1c(C)[nH]c(-c2csc(N)n2)c1C | 1.9 | 1230 | i | 5 | 1.1 | 3.4 | 1093 | -101% | 6 | 739 | 23 | 18 | 56 | . | . | -47%
COc1cccc(/C=C/C(=O)OCC(=O)Nc2ccc(Cl)cn2)c1 | 0.03 | 1206 | i | 31 | 1.1 | -0.3 | 1092 | 3% | 9 | 659 | 2.1 | 2.1 | 7.7 | i | 19 | -1%
C=CCNC(=O)/C(C#N)=C/c1c(C)nn(-c2ccc(Cl)cc2)c1Cl | 0.1 | 1404 | i | 4 | 1.1 | 1.5 | 1109 | -2% | -4 | 654 | 4.0 | 1.6 | 8.5 | i | 34 | 7%
CCOC(=O)C1C(=O)C=C(c2ccc(NS(C)(=O)=O)cc2)CC1c1ccco1 (stereo not given) | 1.4 | 1472 | i | 1 | 1.1 | -1.5 | 1338 | -2% | . | . | 2.9 | 1.3 | 6.1 | i | 39 | 5%
CCCCn1c(=O)c(-[n+]2ccccc2)c([O-])c2ccccc21 | . | . | i | -5 | 0.9 | . | . | 30% | 19 | 826 | 0.9 | 1.5 | 1.2 | i | 48 | 41%
O=C1Nc2ccccc2N(O)N1c1cc(-c2ccccc2Cl)no1 | -0.19 | 903 | i | 0 | 1.2 | . | . | -25% | 12 | 835 | 1.1 | 1.6 | 8.8 | i | 23 | -20%
CC(C)c1ccc(NC(=S)NCCc2c[nH]c3ccccc23)cc1 | 0.39 | 1313 | i | 7 | 1.1 | 4.4 | 542 | 24% | -4 | 759 | 1.1 | 2.4 | 10 | i | 58 | 15%

Two records drawn at random from the list so far, as already listed:
SMILES | Insulin prom up | Insulin prom up cell count | Autophagy mod | Autophagy mod cell loss 18 h | TNAP activators | bCat nuc transl | bCat nuc transl cell count 5 µM | human PMI inhibitors | Hep lipid drop | Hep lipid drop cells 6.5 µM | MT stabilizer | MT stabilizer Hoechst-high % | MT stabilizer cytotoxicity % | T cell HTS | T cell HTS vesicle-bound % | human PMI inhibition
COc1ccccc1/C=C/C(=O)NCC(=O)N/N=C/c1cc(Br)ccc1OC | -0.93 | 932 | i | 7 | 1 | -3.4 | 1211 | -16% | 73* | 768* | 3.1 | 1.7 | 7.7 | i | 26 | -12%
C=CCNC(=O)/C(C#N)=C/c1c(C)nn(-c2ccc(Cl)cc2)c1Cl | 0.1 | 1404 | i | 4 | 1.1 | 1.5 | 1109 | -2% | -4 | 654 | 4.0 | 1.6 | 8.5 | i | 34 | 7%

Other records follow.
SMILES | Insulin prom up | Insulin prom up cell count | Autophagy mod | Autophagy mod cell loss 18 h | TNAP activators | bCat nuc transl | bCat nuc transl cell count 5 µM | human PMI inhibitors | Hep lipid drop | Hep lipid drop cells 6.5 µM | MT stabilizer | MT stabilizer Hoechst-high % | MT stabilizer cytotoxicity % | T cell HTS | T cell HTS vesicle-bound % | human PMI inhibition
CCn1cc(/C=N\NC(=O)c2ccc3c(c2)c(C)c(C)n3Cc2ccccc2)c(C)n1 | . | . | i | 28 | 2.3 | . | . | 6% | 10 | 757 | 2.5 | 1.5 | 3.8 | i | 33 | 7%
Cc1ccc(NC2c3ncccc3C(=O)N2Cc2ccc(F)cc2)cc1 (stereo not given) | -0.19 | 1540 | i | -17 | 1.1 | -1.8 | 1209 | 7% | . | . | 5.0 | 2.1 | 8.7 | i | 40 | -3%
NC(=S)NNC(=O)c1cccc(Br)c1 | . | . | i | 29 | 2 | -0.2 | 1036 | 3% | 15 | 700 | 1.8 | 2.4 | 4.9 | i | 19 | -3%
CCOC(=O)C1(CCc2ccccc2)CCN(C(=O)Cc2nonc2C)CC1 | -0.57 | 1501 | i | -1 | 1.1 | -0.2 | 1482 | 2% | 3 | 708 | 2.7 | 0.9 | 0.6 | i | 28 | 4%
CN(CC(=O)Nn1cnnc1)S(=O)(=O)c1cc(Cl)ccc1Cl | 0.93 | 1320 | i | -8 | 1.1 | . | . | 4% | 10 | 745 | 2.8 | 1.7 | 1.3 | i | 27 | 6%
COc1ccc(/C=C/C(=O)NCCn2c(C)cc3ccccc32)cc1OC | 0.2 | 1114 | i | -34 | 1 | -1.0 | 535 | -2% | -17 | 709 | 4.9 | 4.2 | 3.0 | i | 24 | -1%
CN1CCN(S(=O)(=O)c2cnccc2N2CCN(c3cccc(Cl)c3)CC2)CC1 | -0.05 | 1225 | i | 7 | 1.1 | . | . | 3% | -3 | 699 | 4.2 | 3.6 | 6.8 | i | 38 | 1%
COc1ccc(-n2c(C)cc(C(=O)CN3CCCCC3)c2C)cc1 | 0.42 | 1056 | i | -13 | 1.1 | -2.2 | 1016 | 18% | 6 | 696 | 1.8 | 3.1 | 5.8 | i | 38 | 12%
Cc1ccc2nc(NC(=O)COC(=O)c3ccco3)sc2c1 | 0.52 | 1361 | i | -1 | 1.1 | 0.8 | 1215 | 6% | -9 | 697 | 1.8 | 1.6 | 7.0 | i | 22 | 19%
COc1ccc(C(=O)Nc2nc3nccc(-c4ccccc4)n3n2)cc1 | -1.2 | 1269 | i | 4 | 1.1 | -3.6 | 554 | -4% | 39 | 673 | 1.4 | 1.4 | 4.1 | i | 34 | -2%
CCOC(=O)N1CCC(=C(C#N)C(=O)Nc2cc(OC)ccc2OC)CC1 | -0.14 | 1455 | i | -17 | 1.1 | -0.2 | 1379 | 28% | . | . | 4.3 | 1.9 | 2.2 | i | 24 | 7%

Single values from above.
`CCOC(=O)c1c(C)[nH]c(-c2csc(N)n2)c1C` @ Hep lipid drop: 6
`CCOC(=O)C1C(=O)C=C(c2ccc(NS(C)(=O)=O)cc2)CC1c1ccco1` (stereo not given) @ TNAP activators: 1.1
`CC(C)c1ccc(N(C(=O)c2csnn2)C(C(=O)NC(C)(C)C)c2ccncc2)cc1` (stereo not given) @ Autophagy mod cell loss 18 h: 13

Screening results (PubChem BioAssay)
